# Screening results as filed in PubChem BioAssay.
# MBD2 DNA inh: inhibitors of human MBD2 binding to methylated oligonucleotide | TR-FRET | inhibition, % at 4.4 µM | 370,000 compounds, 0.31% hits | AID 686964; in the data active = inhibition above about 13%
# Target sequence (Q9UBB5 whole entry, looked up): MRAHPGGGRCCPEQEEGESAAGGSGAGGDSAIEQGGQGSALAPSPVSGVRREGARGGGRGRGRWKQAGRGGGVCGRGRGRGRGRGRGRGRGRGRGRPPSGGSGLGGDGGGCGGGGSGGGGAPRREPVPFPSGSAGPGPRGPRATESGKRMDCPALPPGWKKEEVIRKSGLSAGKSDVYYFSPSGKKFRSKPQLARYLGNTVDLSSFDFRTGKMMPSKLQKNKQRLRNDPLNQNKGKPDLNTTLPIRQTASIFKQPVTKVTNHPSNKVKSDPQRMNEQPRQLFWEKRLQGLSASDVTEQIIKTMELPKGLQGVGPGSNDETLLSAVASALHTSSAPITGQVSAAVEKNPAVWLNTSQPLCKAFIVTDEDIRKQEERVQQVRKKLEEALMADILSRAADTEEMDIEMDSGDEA
# ARFGAP1 inh: inhibitors of rat ARFGAP1; 360,000 compounds, 0.26% hits; AID 651572; inhibition, % at 16.5 µM; Arfgap1-stimulated ARF1 GTP hydrolysis, GDP FP detection;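 active = inhibition above a per-plate limit, mean inhibition of low control wells plus 3 SD, cut at about 25% in these data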;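 also: 0% = DMSO wells with enzyme and 100% = wells lacking Arfgap1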
# Target sequence (Q62848 1-136 limits assumed): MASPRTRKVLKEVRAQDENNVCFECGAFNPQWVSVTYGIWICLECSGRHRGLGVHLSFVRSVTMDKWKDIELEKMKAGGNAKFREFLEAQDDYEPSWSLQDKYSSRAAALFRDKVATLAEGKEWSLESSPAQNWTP
#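 Replicates: Single well per compound | Assay system: Truncated rat Arfgap1 GAP domain | Control set: No-Arfgap1 wells (100%) versus DMSO full-reaction wells (0%) | Times: Enzyme reaction 120 min at 25 °C after 20 min preincubation | Reagent: Human ARF1(Δ1-17)-GTP substrate | Measured by: Tracer-displacement fluorescence polarization with EDTA stop, 620/688 nm | Measure: Percent inhibition of Arfgap1-stimulated GTP hydrolysis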
# PLC-beta3 inh: blocks human PLC-beta3 enzyme activity. inhibition, % at 12.2 µM. 370,000 compounds, 0.18% hits. Purified PLC-beta3, fluorogenic substrate, fluorescence. Q01970. AID 720704; in the data active = inhibition above about 11%;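 also: 0% = median of compound wells on plate and 100% = full blocker control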
# UHRF1 MBD2 ctr: blocks human UHRF1 binding to methylated DNA | Q96T88 | UHRF1 binding to methylated oligo, TR-FRET | inhibition, % at 4.4 µM | 370,000 compounds, 0.75% hits | AID 687016; in the data active = inhibition above about 21%;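 also: UHRF1 SRA domain binding a hemimethylated CpG hairpin DNA probe; 0% = median of test compound wells and 100% = reference inhibitor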
# ASAP1 GAP inh: blocks human ASAP1-stimulated Arf1 GTP hydrolysis; Q9ULH1; GDP FP detection; inhibition, % at 16.5 µM; 360,000 compounds, 0.19% hits; AID 624377; in the data active = inhibition above about 25%;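 also: 0% = vehicle with enzyme and substrate and 100% = no enzyme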
# DDE Tn7 FP inh: disrupts Tn7 cyclic peptide binding to fibrin D-Dimer-E complex; FP displacement of FITC-Tn7 peptide from fibrin DD(E); 0% = median of compound wells per plate; P02675; inhibition, % at 8.3 µM; 370,000 compounds, 0.13% hits;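 active = inhibition above the mean of compounds falling within the control limits plus 3 SD of them, cut at about 14% in these data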;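 also: 0% = plate median of compound wells and 100% = 10 µM Aha-Tn7 peptide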
#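 System: human fibrin DD(E); quantity: Fibrin-DD(E) at 2 µM final; also added: fluorescent Tn7 probe at 0.1 µM; compound dosing: single nominal test concentration of 8.3 µM per compound; schedule: 10 min preincubation, 3 h with tracer, room temperature; detection: fluorescence polarization of the labelled Tn7 tracer; repeats: one replicate per compound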
# ADAM17 inh: inhibitors of human ADAM17. 370,000 compounds, 0.83% hits. inhibition, % at 6.95 µM. AID 720648. P78536. recombinant ADAM17, EDANS/DABCYL FRET peptide cleavage;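 active = inhibition above the mean of compounds lying between control limits plus 3 SD, set per campaign, cut at about 8.5% in these data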;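 also: 0% = DMSO-only wells as the low control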
# DDE Tn6 FP inh: DD(E)-Tn6 binding inhibition, primary FP screen. inhibition, % at 8.3 µM. Fibrin DD(E) TRITC-Tn6 fluorescence polarization displacement. P02675. 370,000 compounds, 0.21% hits;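 active = inhibition above a per-campaign cutoff: mean of compounds within control limits plus 3 SD, cut at about 15% in these data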;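 also: 0% = median of all compound wells on the plate and 100% = blocking peptide control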
# proKLK7 act: activates the human kallikrein-7 zymogen. activation, % at 7 µM. 370,000 compounds, 0.9% hits. purified proKLK7, EDANS-DABCYL substrate fluorescence; 100% is mature enzyme control, 0% vehicle. P49862;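 active = activation above the mean of all tested compounds plus 3 SD, computed per campaign excluding outliers beyond control limits, cut at about 13% in these data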
# Target sequence (P49862 whole entry, looked up): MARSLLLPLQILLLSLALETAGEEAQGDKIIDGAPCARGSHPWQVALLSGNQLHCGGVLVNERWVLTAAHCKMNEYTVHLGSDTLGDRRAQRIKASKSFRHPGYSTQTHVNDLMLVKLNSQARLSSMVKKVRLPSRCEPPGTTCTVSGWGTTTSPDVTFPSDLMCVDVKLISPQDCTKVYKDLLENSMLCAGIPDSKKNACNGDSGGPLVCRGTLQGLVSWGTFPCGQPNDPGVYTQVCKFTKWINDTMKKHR
# PLC-gamma1 inh: blocks human PLC-gamma1 enzyme activity | P19174 | purified PLC-gamma1, fluorogenic substrate, fluorescence | inhibition, % at 12.2 µM | 370,000 compounds, 0.84% hits | AID 720700; in the data active = inhibition above about 9.5%
# An asterisk follows results filed as active; nt = no result given.
SMILES,MBD2 DNA inh,ARFGAP1 inh,PLC-beta3 inh,UHRF1 MBD2 ctr,ASAP1 GAP inh,DDE Tn7 FP inh,ADAM17 inh,DDE Tn6 FP inh,proKLK7 act,PLC-gamma1 inh
CCCN(C(=O)c1nc2nc(C)cc(C)n2n1)c1c(N)n(Cc2ccccc2)c(=O)[nH]c1=O,-4,3,0,0,-4,-4,1,6,0.2,0
Cc1nnc(SCC(=O)Nc2ccc(F)cc2)n(N)c1=O,3,-13,-7,1,-1,3,-2,-1,-0.6,0
CCN1CCN(C(=S)c2ccc(SC)cc2)CC1,2,-3,-1,3,9,1,-4,0,0.0,1
CC1CCN(S(=O)(=O)c2nnc(NC(=O)COc3ccccc3F)s2)CC1,-1,-21,-5,-1,5,0,1,-6,-0.1,0
COC(=O)c1cc(C#N)c(OC(C)C)nc1C,3,4,0,0,-1,6,-2,0,0.0,-1
O=C(c1cccc(C(F)(F)F)c1)N1CCN(S(=O)(=O)c2ccc(Cl)s2)CC1,2,-4,-7,0,-2,-2,0,3,-0.1,0
COC(=O)c1cc(S(=O)(=O)Nc2nn(C)c3ccccc23)oc1C,2,13,-5,-2,-3,3,-1,-1,0.0,1
CN1C(=O)/C(=C\c2ccco2)N=C1c1ccc(Cl)cc1Cl,-2,-6,-6,0,4,-2,3,2,0.6,2
Cc1ccccc1OCC(=O)NN1C(=O)C2C3C=CC(O3)C2C1=O (configuration not stated),0,-13,3,1,3,-3,1,1,-0.7,0
Cc1ccc(Nc2cccc(C(F)(F)F)c2)nn1,5,6,-8,0,11,-6,-2,-7,0.8,-3
Cc1nc2sc(C(N)=O)c(N)c2c(C)c1CC(=O)c1ccccc1,1,6,-25,-2,8,4,-5,6,-0.5,-19
Cc1ccc(S(=O)(=O)N2[C@@H](c3cccc(Cl)c3)C(C(=O)O)=CC[C@H]2c2cccs2)cc1,2,9,-7,1,-9,-3,0,5,-0.2,-7
O=C(CN1CCN(S(=O)(=O)c2ccc(F)cc2)CC1)Nc1ccccc1F,-2,4,3,-1,2,1,1,6,0.1,3
O=C1CCc2cc(S(=O)(=O)NCc3ccccc3Cl)ccc2N1,4,-4,-11,3,-6,5,-7,-2,0.2,3
Cn1c2cc(C#N)sc2c2cnn(Cc3ccc(F)cc3)c(=O)c21,-4,1,6,-3,8,-2,-2,6,0.4,3
COc1cc(C(=O)N/N=C/c2ccccn2)cc(OC)c1OC,-1,3,1,0,12,-2,2,10,0.0,3
CCOc1ccc(NS(=O)(=O)c2ccc(C(=O)NCC(C)(C)N3CCOCC3)cc2)cc1,-3,-2,-8,2,-2,1,-5,0,-0.5,1
[O-][n+]1onc2c1CCc1nnccc1-2,2,-5,2,-3,-4,1,-5,-1,0.3,-2
CC1CCCCC1NC(=O)c1cc(S(=O)(=O)N2CCOCC2)ccc1Cl (configuration not stated),4,-11,-2,1,17,-1,-1,0,0.5,8
CCN(C(=O)CSc1nnc(Nc2ccc(OC)cc2)s1)C1CCS(=O)(=O)C1 (configuration not stated),-2,9,1,0,-9,4,-5,1,0.3,8
Cc1cc(Br)c(NC(=O)CN2C(=O)NC3(CCOc4ccccc43)C2=O)c(Br)c1 (configuration not stated),-3,2,0,-2,0,0,1,-1,0.1,-2
CCOC(=O)c1c(CNc2ccncc2)n(C)c2cc(Br)c(O)cc12,0,-4,1,9,-1,-2,-2,2,0.1,3
Cc1cc(C(F)(F)F)c2c(C)nn(-c3ccccc3)c2n1,4,11,-5,-2,-14,2,0,-12,-0.1,2
Nn1c(SCC(=O)NC2CCCCC2)nnc1-c1ccccc1,1,-4,2,0,-7,-1,-1,3,0.2,2
S=C(N/N=C/c1ccccc1Cl)Nc1cccc(Cl)c1Cl,-6,-10,-5,-1,2,-7,-1,-7,-0.4,2

# The results go on.
SMILES,MBD2 DNA inh,ARFGAP1 inh,PLC-beta3 inh,UHRF1 MBD2 ctr,ASAP1 GAP inh,DDE Tn7 FP inh,ADAM17 inh,DDE Tn6 FP inh,proKLK7 act,PLC-gamma1 inh
N#Cc1c(NC(=O)CSc2nnc(-c3ccncc3)n2CC2CCCO2)sc2c1CCCC2 (configuration not stated),2,-5,3,-1,7,8,-2,8,0.3,1
N#Cc1c(NC(=O)CSc2ccccn2)oc(-c2ccccc2)c1-c1ccccc1,-2,11,-19,0,-4,-7,-3,-11,2.5,-14
COc1ccc(C(=O)NCCN2CCCC2)cc1[N+](=O)[O-],2,12,-11,2,-5,7,-2,0,-0.2,-1
CCCCCn1nnnc1C1(C)CCCCC(=O)N1Cc1ccco1 (configuration not stated),-6,nt,-1,-5,nt,4,-1,0,-0.1,1
O=C(NC1CCc2ccccc21)c1cc(COc2ccc(F)cc2Cl)on1 (configuration not stated),0,3,-6,0,10,-2,0,-12,0.8,1
Cc1nc(-c2ccc(Br)cc2)ccc1C(=O)O,-2,-1,-1,1,7,-1,-4,8,0.6,-1
COC(=O)c1ccc(C23CC4(C2)[C@H](CN(C)[C@@H]4c2ccccc2)C3c2ccccc2)cc1 (some centres not stated),-4,5,2,0,-11,5,-1,3,0.1,2
COc1ccc(-c2csc(NC(=O)C3CCCCN3S(=O)(=O)c3ccccc3)n2)cc1 (configuration not stated),11,-7,3,12,5,-9,10*,-8,0.0,6
CCOc1ccc(N(Cc2cc3cc(C)ccc3[nH]c2=O)S(=O)(=O)c2ccccc2)cc1,1,1,-4,2,-2,-4,-1,2,-0.2,2
CCn1c(/N=C/c2ccccc2O)nc2ccccc21,3,-6,-4,-1,-3,0,-3,12,0.3,-5
COc1ccc(OC)c(CCNC(=O)C(C)n2nc(C)c3c(C)n(-c4ccccc4)nc3c2=O)c1 (configuration not stated),1,-2,3,-1,-6,-3,-4,-7,1.6,1
C[C@H](CO)N1C[C@H](C)[C@H](CN(C)Cc2cccc(F)c2)Oc2ncc(Br)cc2C1=O,-5,-6,3,1,-2,-2,3,5,-0.4,4
CCCN(CCC)c1nc(N(CCC)CCC)[nH]c(=O)n1,-4,-11,2,1,-5,2,-3,6,0.3,-3
COC(=O)[C@]1(C)CCC[C@@]2(C)C3CC[C@]4(OC(C)=O)C[C@@]3(CCC21)CC4=O (some centres not stated),-5,3,-1,-4,6,7,-3,0,-0.1,2
NC(=O)C1(N2CCCCC2)CCN(c2nc(-c3ccccc3)cs2)CC1,3,-4,1,0,2,-10,0,-4,0.8,3
CCc1ccccc1NC(=O)CSc1nc2n[nH]c(C)c2c(=N)n1-c1cccc(OC)c1,4,4,-13,0,7,2,0,5,-4.0,-7
C=CCn1c(=S)[nH]c2sc3c(c2c1=O)CCC3,3,4,-5,-1,-7,-3,-6,8,-0.3,-5
CCCCN(C)C(=O)Cn1nc(Cc2ccncc2)c2ccccc2c1=O,1,0,-6,0,-3,2,-4,4,0.4,2
CCC(C)(C)C1CCC2(CC1)NC(=O)N(CC(=O)N1CCN(c3ccccc3OC)CC1)C2=O (configuration not stated),1,-2,0,-1,-21,7,-2,-1,0.5,2
Cc1sc2nc(CSCC(=O)Nc3ccc(Cl)cc3F)[nH]c(=O)c2c1C,-3,4,-9,1,-17,4,3,11,-0.7,-12
COc1ccc(CNC(=O)Cn2cc(C(F)(F)F)ccc2=O)cc1,-3,11,2,2,0,-4,1,-6,-0.2,4
COc1ccc(O)c(C(c2c(C)[nH][nH]c2=O)c2c(C)[nH][nH]c2=O)c1,9,-4,0,14,23,2,-4,0,0.1,7
Cc1ccc(C)c(NC(=O)CCc2nnc3ccc(NCc4ccco4)nn23)c1,-7,3,-10,0,13,-3,2,-1,-0.4,-1
COc1cc(CNCc2ccccn2)ccc1OCc1ccc(Cl)cc1,5,10,0,-1,3,-3,-2,1,-0.5,-2
CS(=O)(=O)Nc1cccc(C2=NN(C(=O)c3ccccc3Cl)C(c3ccccc3O)C2)c1 (configuration not stated),-3,6,0,-1,13,8,2,-1,0.4,-2
CC(Sc1ccccc1)C(=O)N1CCN(S(=O)(=O)c2ccccc2C(F)(F)F)CC1 (configuration not stated),1,10,-8,0,7,-2,1,5,0.5,-1
CCOC(=O)c1c(C)[nH]c(C)c1S(=O)(=O)NCC1CCN(Cc2cccc(Cl)c2)CC1,2,-5,-7,3,3,1,1,0,-0.2,2
Cn1cc(S(=O)(=O)NC2CCCC2)c(=O)n(C)c1=O,-2,10,-1,1,-7,-6,-3,-6,0.2,3

# Given with two lines to a compound: entries from further up
# Every second line gives: MBD2 DNA inh	ARFGAP1 inh	PLC-beta3 inh	UHRF1 MBD2 ctr	ASAP1 GAP inh	DDE Tn7 FP inh	ADAM17 inh	DDE Tn6 FP inh	proKLK7 act	PLC-gamma1 inh
N#Cc1c(NC(=O)CSc2nnc(-c3ccncc3)n2CC2CCCO2)sc2c1CCCC2 (configuration not stated)
    2	-5	3	-1	7	8	-2	8	0.3	1
N#Cc1c(NC(=O)CSc2ccccn2)oc(-c2ccccc2)c1-c1ccccc1
    -2	11	-19	0	-4	-7	-3	-11	2.5	-14
COc1ccc(C(=O)NCCN2CCCC2)cc1[N+](=O)[O-]
    2	12	-11	2	-5	7	-2	0	-0.2	-1
CCCCCn1nnnc1C1(C)CCCCC(=O)N1Cc1ccco1 (configuration not stated)
    -6	nt	-1	-5	nt	4	-1	0	-0.1	1
O=C(NC1CCc2ccccc21)c1cc(COc2ccc(F)cc2Cl)on1 (configuration not stated)
    0	3	-6	0	10	-2	0	-12	0.8	1
Cc1nc(-c2ccc(Br)cc2)ccc1C(=O)O
    -2	-1	-1	1	7	-1	-4	8	0.6	-1
COC(=O)c1ccc(C23CC4(C2)[C@H](CN(C)[C@@H]4c2ccccc2)C3c2ccccc2)cc1 (some centres not stated)
    -4	5	2	0	-11	5	-1	3	0.1	2
COc1ccc(-c2csc(NC(=O)C3CCCCN3S(=O)(=O)c3ccccc3)n2)cc1 (configuration not stated)
    11	-7	3	12	5	-9	10*	-8	0.0	6
CCOc1ccc(N(Cc2cc3cc(C)ccc3[nH]c2=O)S(=O)(=O)c2ccccc2)cc1
    1	1	-4	2	-2	-4	-1	2	-0.2	2
CCn1c(/N=C/c2ccccc2O)nc2ccccc21
    3	-6	-4	-1	-3	0	-3	12	0.3	-5
COc1ccc(OC)c(CCNC(=O)C(C)n2nc(C)c3c(C)n(-c4ccccc4)nc3c2=O)c1 (configuration not stated)
    1	-2	3	-1	-6	-3	-4	-7	1.6	1
C[C@H](CO)N1C[C@H](C)[C@H](CN(C)Cc2cccc(F)c2)Oc2ncc(Br)cc2C1=O
    -5	-6	3	1	-2	-2	3	5	-0.4	4
